Compound activity deposited in PubChem BioAssay by several laboratories.
5-HT1A blocker: blocks the human serotonin 5-HT1a receptor; P08908; CHO 5-HT1a Ga15 NFAT-bla reporter, antagonist mode; inhibition, % at 10 µM; 0.68% of 62,000 active; AID 612;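 active = inhibition above the mean of all tested compounds plus 3 SD, cut at about 43% in these data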;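 also: receptor stimulated by 5-CT agonist at 100 nM near EC80; beta-lactamase reporter measured by ratiometric fluorescence of a cleavable substrate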
Target sequence (P08908 whole entry, looked up): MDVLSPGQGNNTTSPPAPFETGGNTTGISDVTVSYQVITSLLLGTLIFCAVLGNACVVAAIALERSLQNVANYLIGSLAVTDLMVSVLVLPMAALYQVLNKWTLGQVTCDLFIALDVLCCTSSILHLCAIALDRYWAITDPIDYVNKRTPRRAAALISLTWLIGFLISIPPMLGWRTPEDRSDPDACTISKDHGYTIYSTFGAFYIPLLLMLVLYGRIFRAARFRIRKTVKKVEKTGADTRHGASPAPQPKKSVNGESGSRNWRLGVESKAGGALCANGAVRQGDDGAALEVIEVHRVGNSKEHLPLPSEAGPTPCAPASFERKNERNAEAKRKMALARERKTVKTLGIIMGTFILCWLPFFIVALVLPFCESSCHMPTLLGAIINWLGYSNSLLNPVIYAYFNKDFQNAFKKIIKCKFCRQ
HTR1E antagonist: 5-HT1E (human) receptor antagonism; P28566; CHO 5-HT1E Ga15 NFAT-bla reporter, FRET, antagonist; inhibition, % at 6 µM; 0.99% of 65,000 active;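 active = inhibition above a set limit, the mean inhibition across every tested compound plus 3 SD, cut at about 29% in these data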;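 also: signal is the 460 over 535 nm emission ratio of beta-lactamase substrate; 0% = agonist plus DMSO wells and 100% = wells without agonist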
Target sequence (P28566 whole entry, looked up): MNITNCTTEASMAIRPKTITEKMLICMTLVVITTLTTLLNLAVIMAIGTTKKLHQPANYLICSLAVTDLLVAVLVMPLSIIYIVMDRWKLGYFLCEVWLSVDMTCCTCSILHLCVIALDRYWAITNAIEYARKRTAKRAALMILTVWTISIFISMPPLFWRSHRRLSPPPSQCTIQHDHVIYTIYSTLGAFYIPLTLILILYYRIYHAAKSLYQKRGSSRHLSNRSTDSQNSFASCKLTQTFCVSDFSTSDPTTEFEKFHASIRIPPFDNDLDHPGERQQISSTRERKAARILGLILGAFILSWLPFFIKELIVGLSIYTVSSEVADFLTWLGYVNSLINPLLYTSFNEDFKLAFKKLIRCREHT
SF-1 act: activates the human nuclear receptor SF-1. Q13285. CHO-K1 Gal4-SF-1 LBD luciferase reporter; % increase over DMSO SF-1-specific signal. 1.9% of 65,000 active. activation, % at 10 µM. AID 522;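 active = activation above the mean activation of all tested compounds plus 3 SD, cut at about 50% in these data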
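material = CHO-K1 cells with Gal4–hSF-1 LBD chimera plus Gal4-driven luciferase | compound = 10 µM single point, 1% DMSO | incubation = 20 h compound exposure at 37 °C after 1 h cell settling | measured by = SteadyLite luciferase luminescence | evaluation = percent activation relative to DMSO median and mock-transfected background | control set = DMSO negative control and −SF1 background wells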
S1P3 agonist: agonists of human S1P3 receptor. S1P3 NFAT-BLA reporter cells, agonism, FRET ratio; relative to 1 µM S1P, basal subtracted. Q99500. activation, % at 4.5 µM. 0.1% of 60,000 active;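 active = activation above the screen-wide mean plus 3 SD, cut at about 4.5% in these data, passing the limit was not always enough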; also: some compounds called inactive have numbers as strong as hits
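Assay system: stable CHO line with human S1P3, Gα16, NFAT-BLA reporter; Detection: FRET β-lactamase substrate fluorescence, excitation 405 nm, 460/535 nm emission ratio, background-subtracted; Read-out: percent activation versus median 1 µM S1P response, basal-subtracted, per plate; Incubation: cells plated overnight, compound 4 h 37 °C, substrate 2 h RT.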
AP ELISA ortho: alternative pathway complement inhibition, orthogonal assay; Human serum alternative complement pathway, LPS-coated ELISA, C3 deposition; tested in compound mixtures; inhibition, % at 5 µM; 0.08% of 62,000 active;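 active = inhibition above 30% in each of the two pooled mixtures holding the compound, so the lower value exceeds 30%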;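 also: 0% = serum in Mg-EGTA without compound and 100% = EDTA serum blank; some compounds past the cut are filed as inactive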
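Test system: human serum complement alternative pathway, C3 deposition onto LPS / Medium: Mg2+-EGTA GVB++ buffer containing human serum at 1:15 dilution / Probe or stimulus: Plate-bound LPS / Times: 1 h at 37 °C / Signal: ELISA with HRP anti-human C3 antibody, TMB substrate, absorbance 450 nm / Measure: percent inhibition / Repeats: two pool placements per compound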
S1P1 ag-PAM: agonists and agonism potentiators of human S1P1 receptor. P21453. S1P1 CRE-bla cells, forskolin, beta-lactamase FRET, potentiator mode; S1P1 agonist co-added at EC20, 2 nM; 100% = saturating reference agonist, 0% = basal. activation, % at 9.5 µM. 0.57% of 56,000 active;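 active = activation above a cutoff set at the mean activation of all tested compounds plus 3 SD, cut at about 54% in these data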;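 also: forskolin at 4 µM as EC80 and the EC20 agonist is SEW2871; 100% = SEW2871 at its EC100 plus forskolin at EC80; some compounds past the cut are filed as inactive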
HTR1E agonist: agonists of human 5-HT1E serotonin receptor. P28566. CHO 5-HT1E Ga15 NFAT-bla reporter, FRET; 0% DMSO wells, 100% control agonist wells. activation, % at 6 µM. 0.69% of 65,000 active;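 active = activation above a set limit, the screen-wide mean activation plus 3 SD, cut at about 8.5% in these data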;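 also: 100% = positive control agonist at 1 µM giving full maximal response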
RORA act: activates the human nuclear receptor RORA. P35398. 1.5% of 65,000 active. activation, % at 10 µM. CHO-K1 Gal4-RORA LBD luciferase reporter, luminescence; percent increase over mock-subtracted basal signal;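 active = activation above the mean of all tested compounds plus 3 SD, cut at about 49% in these data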;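 also: 0% = DMSO-treated RORA cells and 100% = added signal equal to DMSO minus mock-transfected cells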
Ecoli tolC: blocks growth of E. coli BW25113 tolC mutant. 2.2% of 65,000 active. OD615. growth inhibition, % at 10 µM (by protocol);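 active = growth inhibition at or above a cutoff equal to the mean over every tested compound plus 3 SD, cut at about 60% in these data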;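 also: growth measured after 20 h incubation at 37 °C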
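Test system – E. coli BW25113 ΔtolC::kan, tolC deletion mutant strain · Detection – OD at 615 nm · Buffer or medium – LB with kanamycin 50 µg/mL · Times – 20 h compound exposure of bacteria at 37 °C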
Active calls of the source: *; . = not tested or not shown.

SMILES	5-HT1A blocker	HTR1E antagonist	SF-1 act	S1P3 agonist	AP ELISA ortho	S1P1 ag-PAM	HTR1E agonist	RORA act	Ecoli tolC
O=C(NCCN1CCN(c2ccccc2)CC1)C1CCCN(S(=O)(=O)c2cnc[nH]2)C1 (centres undefined)	21	-2	0	0.0	6	-18	-0.1	-9	0
O=C(c1ccco1)N1CCN=C1SCc1cccc(F)c1	10	19	-12	-0.7	11	1	0.6	-5	-7
c1cncc(-c2nn3cnnc3s2)c1	-3	-11	4	-0.4	9	-25	0.4	-21	-20
COC(=O)N1CC(C)N(C(=O)OC)CC1C (centres undefined)	-3	-4	7	-0.4	-5	.	0.1	-4	-13
CCN(CC)S(=O)(=O)c1ccc(NC(=O)CSc2nnc(-c3ccc(F)cc3)o2)cc1	-6	13	-6	-1.0	7	10	-1.0	46	5
O=C(CCN1C(=O)C2C3C=CC(C3)C2C1=O)NC1CCCc2ccccc21 (centres undefined)	-7	8	10	-0.5	3	8	-0.3	-1	-16
O=C1CCCCCN1C(=O)c1ccc(C(=O)N2CCCCCC2=O)cc1	-1	1	-5	-0.3	.	-11	-0.3	-1	-11
Nc1ncnc2c1ncn2C1CCC(CO)C(O)C1 (centres undefined)	-38	15	1	.	1	.	-0.5	4	-17
CC(C)(C)c1ccc(S(=O)(=O)NCCOCC(F)(F)C(F)F)cc1	-13	4	-6	-0.5	7	.	-0.1	-6	40
O=C(OCCN1CCOCC1)C(c1ccccc1)c1ccccc1	15	0	-3	-1.2	16	11	-1.1	-20	5
O=C(NC1CCCC1)C(c1ccccn1)N(C(=O)c1csnn1)C1CC1 (centres undefined)	0	-3	2	-0.6	-8	-17	1.0	-4	-7
CSc1nc2c(c(=O)[nH]1)C(c1ccncc1)C(C(=O)OC(C)C)=C(C)N2 (centres undefined)	-11	-4	11	.	5	.	0.5	-11	-8
CCN(CC)S(=O)(=O)c1ccc(C(=O)NC2=C(C(=O)OC)SCC2)cc1	-24	-5	-1	0.2	16	6	0.6	-22	31
CCN(CC(=O)NCc1ccc(F)cc1)CC(O)COCc1cccc(OC)c1 (centres undefined)	12	0	1	-0.5	-8	6	0.3	-4	-9
Cc1ccc(-c2csc(N(CC3CCCO3)C(=O)c3ccco3)n2)cc1 (centres undefined)	29	-4	10	-1.4	15	26	0.2	12	67*
CCc1nc2oc3ccccc3c(=O)c2c(=O)n1Cc1ccccc1	-4	-4	-13	-1.5	12	-4	1.1	-6	11
Cc1cc(NS(=O)(=O)c2ccc(NC(=O)CCCOc3ccccc3)cc2)no1	-8	4	-4	-0.7	1	-10	-1.3	-10	8
COc1cc(OC)c(NC2c3ccccc3C(=O)N2c2cc(C)ccn2)cc1Cl (centres undefined)	15	-2	39	-0.4	0	9	0.6	84*	22
CSc1nc(N(CCO)CCO)c2sc3nc(-c4ccco4)c4c(c3c2n1)CCC4	-13	-1	-7	.	21	.	1.8	-10	6
Nn1c(SCC(=O)NC2CCCCC2)nnc1-c1ccc(Cl)cc1	-2	-1	-2	-2.0	3	-2	-0.7	3	4
CCOC(=O)C1=C(C)NC(=O)C(C#N)C1c1ccncc1 (centres undefined)	0	-8	-12	-1.2	-8	-13	0.9	9	-3
CCOc1ccc(-c2noc(-c3ccncc3)n2)cc1OCC	-4	-10	18	17*	17	109*	0.1	-10	7
CC(C)Cn1c(CN2CCCCC2C)nc2c1c(=O)n(C)c(=O)n2C (centres undefined)	4	14	-1	-0.6	13	11	2.2	-5	-2
O=C(CN(c1ccc(F)cc1)S(=O)(=O)c1ccc2c(c1)OCCO2)Nc1cccnc1	6	2	11	-0.9	5	-4	-0.6	17	26
CC(=O)N1CCc2cc(S(=O)(=O)Nc3cccc(C(F)(F)F)c3)ccc21	4	7	-19	.	8	.	-0.5	1	15
Next compounds.
SMILES	5-HT1A blocker	HTR1E antagonist	SF-1 act	S1P3 agonist	AP ELISA ortho	S1P1 ag-PAM	HTR1E agonist	RORA act	Ecoli tolC
OCCN1CN=C(Nc2nc3ccccc3s2)NC1	7	-8	-1	0.4	2	4	0.9	-5	-15
CCOC(=O)CC(=O)Nc1nc2ccccc2s1	10	2	-4	-1.7	24	4	-0.5	-7	-15
Cn1c(=O)[nH]c(=O)c2c1nc(Br)n2CCSc1nnnn1-c1ccccc1	.	1	-10	-2.9	.	-16	-0.7	-25	1
CC(=O)OC(C(=O)NC1CCCCC1)c1ccc(C#N)cc1 (centres undefined)	2	9	-15	-0.2	18	-15	-1.3	3	-13
COCCn1c(COC)nc2ccccc21	-9	-2	6	-0.1	9	5	0.0	3	-9
O=C(Nc1ccc(S(=O)(=O)NCc2cccnc2)cc1)c1ccco1	5	15	-7	-0.2	28	-5	-0.9	14	-11
Cc1cccc(-n2c(CNC(=O)c3ccccc3)nnc2SCC(=O)Nc2nccs2)c1	-4	-6	-5	-0.5	10	-3	0.4	7	0
CC(C)N(Cc1nc(-c2ccc(Cl)cc2)no1)C(=O)c1cccs1	3	0	-10	-0.7	26	-26	0.3	-30	68*
COCCCN1C(=O)C(O)=C(C(=O)c2ccco2)C1c1ccc(Br)cc1 (centres undefined)	.	13	5	-4.2	-9	5	-1.3	-1	-4
O=C(O)C1CCCCC1C(=O)NCCCCc1ccccc1 (centres undefined)	3	1	-1	-1.0	15	5	1.8	-1	-20
CC(C)COC(=O)N(C)c1ccc(C(O)(C(F)(F)F)C(F)(F)F)cc1	2	15	13	-0.1	-11	11	0.1	7	8
CC1(C)CC(=O)N(CC(=O)O)c2ccccc2S1	-6	6	1	.	-2	.	-0.8	-8	-14
COCCSc1nnc(NC(=O)C2CCCCC2)s1	8	13	-8	-0.7	5	9	-1.3	2	-12
COCCCNC(=O)c1cn(Cc2c(F)cccc2Cl)nn1	4	-8	-6	-0.4	31	1	0.1	-12	-3
COc1nc(Oc2ccc(C(=O)OCC(N)=O)cc2)nc(N(C)C)n1	11	-4	-5	-1.1	8	-12	-0.3	-6	13
CCN(CC)CCCN(Cc1cc2cc3c(cc2[nH]c1=O)OCCO3)C(=O)Nc1ccccc1	-6	0	-13	-0.9	9	-27	-0.3	-14	-17
CN(C)c1ccc(CN(C(=O)c2ccco2)C2CCS(=O)(=O)C2)cc1 (centres undefined)	-8	12	10	-0.5	10	-5	0.0	-3	-14
CCn1c(SCC(=O)N2CCC(C(N)=O)(N3CCCCC3)CC2)nnc1-c1ccccc1	2	-2	-5	-0.8	.	-11	-0.3	3	-14
COc1cc(C(=O)CSc2nnc(-c3ccc(O)cc3)n2CC2CCCO2)ccc1NC(C)=O (centres undefined)	2	-1	-19	-1.0	-8	-18	0.1	-5	-3
Cc1ccc(S(=O)(=O)Nc2ccc(NC(=O)CN3CCCCC3)cc2)cc1	9	-2	-3	-0.7	13	.	-0.5	-22	45
CCc1c(C)nc2ncnn2c1Nc1ccc(C#N)c(Cl)c1	-2	-8	-6	0.0	20	-4	-0.6	-22	2
O=C1CC(N2CCN(c3cccc(C(F)(F)F)c3)CC2)C(=O)N1c1ccccc1 (centres undefined)	-2	8	-16	-1.5	0	-8	-0.8	-19	7
COC(=O)c1[nH]c2cc(OC)ccc2c1NC(=O)CN1CCN(c2cccc(C)c2)C(C)C1 (centres undefined)	.	-26	17	-3.5	.	9	2.7	26	16
O=C1CNC(=O)/C1=C\N1CCCCC1	-1	-2	-4	-0.4	-2	-13	-0.6	-24	-20
CCOCCn1c(=O)c2c(nc3n2CCN3c2ccc(C)cc2)n(C)c1=O	-9	-5	-3	0.2	6	-18	0.3	-24	-13
(more compounds)
SMILES	5-HT1A blocker	HTR1E antagonist	SF-1 act	S1P3 agonist	AP ELISA ortho	S1P1 ag-PAM	HTR1E agonist	RORA act	Ecoli tolC
Cc1ccc2oc(=O)c3cnn(CC(=O)NCCCOC(C)C)c3c2c1	11	-5	4	0.2	15	1	0.6	7	-8
CCS(=O)(=O)n1nc(-c2ccc(OC)cc2)nc1SC	3	-4	30	-1.1	9	2	-1.5	52*	3
Cc1ccc(C(C(=O)NCCc2ccccc2)N(C(=O)c2csnn2)C2CC2)o1 (centres undefined)	1	-5	-5	-1.3	-2	-14	-0.2	-25	-5
CC(SC1CCCC1)C(=O)Nc1ccnn1C(C)C (centres undefined)	-8	-6	-4	.	9	.	0.1	1	-10
COc1cccc(CNC(=O)c2ccccc2N)c1	-12	-5	1	-0.7	19	-21	0.4	-6	-10
Cc1cc2nc(SCC(=O)Nc3nonc3C)c3c(c2cc1C)CCCC3	6	13	-13	.	3	.	-1.0	2	-15
CC(=O)c1cccc(NC(=O)NCc2ccco2)c1	8	6	20	-0.4	3	-2	-0.1	13	5
Cc1ccc(C2c3c(oc4ccc(Cl)cc4c3=O)C(=O)N2CCCN2CCOCC2)o1 (centres undefined)	-2	1	16	-0.9	15	7	0.5	-8	6
Cn1c(=O)c2c(nc(SCc3nn[nH]n3)n2Cc2ccccc2F)n(C)c1=O	15	5	-16	-0.5	7	18	-1.3	-9	0
CCCOc1ccc(/C(O)=C2\C(=O)C(=O)N(CCCOC)C23C(=O)N(C)c2ccccc23)cc1 (centres undefined)	-3	-1	-11	-1.2	4	11	-0.3	-11	-6
CCOCCCN(C(=O)c1ccco1)C(C(=O)NC1CCCC1)c1cccc(OC)c1OC (centres undefined)	16	-4	-10	0.1	13	-1	-0.4	-12	-7
O=C(O)c1cc(NCc2ccc3c(c2)OCO3)ccc1N1CCOCC1	-12	-3	-1	-0.6	14	-24	-1.2	-23	-14
O=c1[nH]c(=O)n(C2CCCCCC2)c(O)c1C=NCc1ccc(F)cc1	-18	0	-3	-0.8	18	-30	-0.3	6	99*
COC(=O)c1ccc2c(c1)NC(=O)C1CCCN21 (centres undefined)	-11	7	-10	-1.4	26	-9	-1.0	4	5
Cc1c(NC(=O)CSc2nnc(-c3cccc(Cl)c3)o2)c(=O)n(-c2ccccc2)n1C	0	-3	8	-0.7	10	3	-0.4	-2	-10
CCOc1ccc(NC(=O)CN2CCN(S(=O)(=O)c3ccc(Cl)cc3)CC2)cc1	8	19	-2	-0.7	-3	-9	-0.5	-10	11
Cc1nnc(NC(=O)c2ccccc2Br)s1	4	13	21	-0.3	2	-7	-0.5	32	2

Entries of single compounds, looked up by structure. Order of screens: 5-HT1A blocker, HTR1E antagonist, SF-1 act, S1P3 agonist, AP ELISA ortho, S1P1 ag-PAM, HTR1E agonist, RORA act, Ecoli tolC
Cc1c(NC(=O)CSc2nnc(-c3cccc(Cl)c3)o2)c(=O)n(-c2ccccc2)n1C in the list: 0, -3, 8, -0.7, 10, 3, -0.4, -2, -10
CC(=O)c1cccc(NC(=O)NCc2ccco2)c1 in the list: 8, 6, 20, -0.4, 3, -2, -0.1, 13, 5
